# Screening results as filed in PubChem.
# TAAR1 antagonist – antagonists of human TAAR1 | Q96RJ0 | CHO RD-HGA16 TAAR1, Fluo-8 calcium fluorescence, antagonist | inhibition, % at 3 µM | 1.5% of 360,000 active;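 active means inhibition above a per-plate cutoff, the mean inhibition of test compounds on that plate plus 3 SD, cut at about 49% in these data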;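 further: 0% = DMSO plus EC80 beta-PEA response and 100% = DMSO alone without agonist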
# Target sequence (Q96RJ0 whole entry, looked up): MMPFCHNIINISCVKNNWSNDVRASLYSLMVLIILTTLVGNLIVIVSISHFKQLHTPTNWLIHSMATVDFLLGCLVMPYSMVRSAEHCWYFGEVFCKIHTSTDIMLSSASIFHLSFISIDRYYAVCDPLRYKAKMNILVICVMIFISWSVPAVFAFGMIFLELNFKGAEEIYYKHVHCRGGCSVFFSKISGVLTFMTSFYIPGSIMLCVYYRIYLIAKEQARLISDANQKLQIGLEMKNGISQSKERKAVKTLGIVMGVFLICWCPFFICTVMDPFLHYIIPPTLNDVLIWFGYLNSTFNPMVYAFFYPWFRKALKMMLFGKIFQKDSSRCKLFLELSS
#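 Material: CHO RD-HGA16 cells bearing hTAAR1; compound dosing: one-point dosing, 3 µM nominal final; schedule: dye loading 75 min at 37 °C, then 30 min room temperature; measured by: calcium fluorescence with Fluo-8; control set: vehicle and agonist controls; replication: n of 1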
# CHO-K1 Ca PAM – counter-screen for M1 PAMs: effect in parental CHO-K1 cells | activation, % at 3 µM | 0.02% of 360,000 active | ATP EC20, Fluo-8 calcium fluorescence; 0% at ATP EC20, 100% at ATP max;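 active means activation above the run cutoff, the mean activation of all test compounds plus 3 SD, cut at about 40% in these data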;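 further: peak over basal fluorescence ratio in a 140 s read after ATP addition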
# OXTR ag – human OXTR agonism; CHO-OTR cells, Fluo-8 calcium fluorescence; normalized: DMSO 0%, oxytocin 100%; 0.32% of 320,000 active; P30559; activation, % at 3 µM;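 active means activation above the mean of all tested compounds plus 3 SD, cutoff set per screening run, cut at about 20% in these data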;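 further: peak over basal fluorescence ratio from a 100 s FLIPR kinetic read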
# CHO-K1 Ca antag – counter-screen for M1 antagonists: effect in parental CHO-K1 cells; 0.6% of 360,000 active; AID 602250; ATP-induced calcium, Fluo-8 fluorescence; inhibition, % at 3 µM;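 active means inhibition above a per-plate cutoff, the plate's mean sample inhibition plus 3 SD, cut at about 24% in these data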;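 further: 0% = DMSO plus EC80 ATP and 100% = DMSO alone without ATP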
# CHO parental Ca – counter-screen for OX1R antagonists: effect in parental CHO cells. parental CHO-K1, ATP-induced calcium, Fluo-8 fluorescence. inhibition, % at 5.6 µM. 0.63% of 330,000 active. AID 463079;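 active means inhibition above that plate's mean sample inhibition plus 3 SD, cut at about 26% in these data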;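 further: 0% = ATP-challenged DMSO wells and 100% = DMSO wells without ATP; some compounds past the cut are filed as inactive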
#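 test system = CHO parental line | reagent = ATP stimulus | measured by = intracellular calcium via Fluo-8 no-wash fluorescent dye | control set = ATP and no-ATP DMSO wells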
# V1R ag counter – V1a receptor agonism, counter-screen for OXTR agonists; 0.25% of 320,000 active; activation, % at 3 µM; P37288; CHO-V1R cells, Fluo-8 calcium fluorescence, agonist mode; 0% DMSO, 100% 3 nM vasopressin; AID 2797;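 active means activation above the mean activation of all tested compounds plus 3 SD, per screening run, cut at about 20% in these data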;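 further: signal is peak over basal fluorescence ratio across a 100 second FLIPR read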
# Target sequence (P37288 whole entry, looked up): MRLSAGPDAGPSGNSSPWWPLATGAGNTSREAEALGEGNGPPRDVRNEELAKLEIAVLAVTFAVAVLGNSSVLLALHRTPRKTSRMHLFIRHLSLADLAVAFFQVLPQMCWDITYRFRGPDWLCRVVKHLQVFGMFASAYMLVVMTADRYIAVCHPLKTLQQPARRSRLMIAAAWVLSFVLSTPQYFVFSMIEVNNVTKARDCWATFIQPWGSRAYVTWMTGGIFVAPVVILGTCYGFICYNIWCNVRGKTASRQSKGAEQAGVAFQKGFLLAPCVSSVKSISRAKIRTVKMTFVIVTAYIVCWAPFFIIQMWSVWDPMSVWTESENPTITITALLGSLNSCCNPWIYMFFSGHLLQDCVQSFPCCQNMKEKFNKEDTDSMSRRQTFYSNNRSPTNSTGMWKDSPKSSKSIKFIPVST
# OXTR potentiate – potentiators of human oxytocin receptor; P30559; CHO-OTR cells, Fluo-8 calcium fluorescence, potentiator mode; 0% = oxytocin EC15, 100% = EC100; activation, % at 3 µM; 0.061% of 320,000 active;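 active means activation above that plate's cutoff, the mean activation of tested compounds plus 3 SD, cut at about 6.6% in these data, passing the limit was not always enough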;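 further: 100% uses oxytocin at 75 nM as the full agonist control; some results filed as inactive read as strong as hits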
#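 Assay system: CHO cell line stably expressing human OTR | Also added: Oxytocin at about EC15, sub-maximal agonist stimulus | Times: Compound 6 min at room temperature before oxytocin, 100 s read | Measured by: Fluo-8 intracellular calcium fluorescence, ex 470-495, em 515-575 nm | Controls: EC15 oxytocin alone as 0%, 75 nM oxytocin as 100%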
# CHO-K1 Ca ag – M1 agonist counterscreen hit in parental CHO-K1 cells. Fluo-8 calcium fluorescence; scaled to maximal ATP response, vehicle zero. activation, % at 3 µM. 0.48% of 360,000 active. AID 602248; in the data active means activation above about 15%;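 further: untransfected CHO-K1 host cells lacking M1 receptor as counterscreen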
# GPR7 antagonist – human neuropeptides B/W receptor 1 antagonism; GPR7-expressing cells, fluorescence antagonist assay; 1.1% of 290,000 active; P48145; inhibition, % at 4.4 µM; in the data active means inhibition above about 16%, passing the limit was not always enough;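 further: cells stimulated with the agonist NPW; 0% = agonist with vehicle and 100% = vehicle without agonist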
# Target sequence (P48145 whole entry, looked up): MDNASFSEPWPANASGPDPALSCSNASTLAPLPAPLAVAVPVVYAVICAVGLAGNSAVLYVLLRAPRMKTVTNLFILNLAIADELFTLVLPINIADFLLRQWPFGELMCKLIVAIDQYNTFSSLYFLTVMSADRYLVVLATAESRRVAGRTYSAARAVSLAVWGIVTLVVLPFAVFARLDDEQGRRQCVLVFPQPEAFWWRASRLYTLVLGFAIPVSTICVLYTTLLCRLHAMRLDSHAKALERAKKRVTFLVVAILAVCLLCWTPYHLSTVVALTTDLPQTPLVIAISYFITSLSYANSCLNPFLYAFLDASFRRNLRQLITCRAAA
# * = called active by the depositor; . = no result given.
SMILES,TAAR1 antagonist,CHO-K1 Ca PAM,OXTR ag,CHO-K1 Ca antag,CHO parental Ca,V1R ag counter,OXTR potentiate,CHO-K1 Ca ag,GPR7 antagonist
O=C(O)CCc1ccc(-c2ccc(Br)cc2)o1,5,18,0.3,-10,1,0.9,-2,0.1,-12
Cc1ccnc2nc(C(=O)OCC(=O)c3ccc(Cl)cc3)nn12,-5,0,0.8,-12,-5,0.3,-7,0.1,.
CCOC(=O)C[n+]1c(C)sc2ccc(OC)cc21,.,10,3.0,-8,-3,1.3,5,1.0,9
C=C(C)Cn1c2ccc(NC(=O)CCc3cccc(Cl)c3)cc2c(=O)n1C,-7,-10,.,4,.,.,.,0.7,.
O=C(CSCc1n[nH]c(=O)[nH]1)NCCOc1cccc(Oc2ccccc2)c1,-2,5,-0.8,-12,-5,0.0,2,0.5,-9
CC(=O)NNC(=O)CC(=O)Nc1nc(C23CC4CC(CC(C4)C2)C3)cs1,-8,23,-0.3,-9,-13,-1.3,-2,0.3,-3
Cc1ccc(Cn2c(N3CCN(C)CC3)nc3c2c(=O)[nH]c(=O)n3C)cc1,-23,-6,0.7,-10,-2,0.4,-7,-0.1,10
O=C(Nc1cccc(F)c1)NC1CCCCCCC1,-15,-15,.,10,.,.,.,11,-5
Cn1nnnc1SCC(=O)N1c2ccccc2CCc2ccccc21,7,-4,-0.6,10,-10,-0.2,6,0.1,-11
CC(=O)Nc1nc(S(=O)(=O)c2ccc(C)cc2)c(Cl)s1,3,11,0.8,-2,-23,1.7,-12,1.2,5
C[C@@H]1CCCCO[C@H](CN(C)C(=O)Nc2cccc3ccccc23)[C@@H](C)CN([C@H](C)CO)C(=O)c2cc(NC(=O)c3ccccc3)ccc2O1,-11,20,.,-9,.,.,.,0.2,.
Cc1cc(C)n(CC(C)NC(=O)c2cc(COc3c(F)cccc3F)on2)n1 (stereo unspecified),-8,6,0.6,-12,6,-0.1,-1,1.2,-9
c1ccc2c(C3CCO3)cccc2c1 (stereo unspecified),.,-10,0.1,1,-9,-0.2,3,-0.1,.
O=C(Nc1cccc(S(=O)(=O)N2CCOCC2)c1)C1CCCC1,-7,19,1.0,-17,-16,1.8,-3,0.6,.
COc1ccc(N2CCN(CCCNC(=O)Cn3c(=O)c4cccn4c4ccccc43)CC2)cc1,-14,1,-0.9,-8,-23,-0.1,-3,0.3,-7
CCN1CC(CN(C)Cc2nc(-c3ccc(C(F)(F)F)cc3)oc2C)CC1=O (stereo unspecified),-26,-6,-1.2,1,-16,0.7,-4,0.2,-15
Cc1ccccc1-c1nc(CN2CCC(C(=O)NC3CC3)CC2)c(C)o1,-8,8,5.7,-8,-19,-0.6,-12,0.5,-10
CCN(CC)S(=O)(=O)c1ccc(Cl)c(NC(=O)COC(=O)C2CCCCC2)c1,20,19,-0.5,-16,-7,3.7,-8,5.8,.
OCCC1CN(CCCc2ccccc2)CCN1Cc1ccccc1 (stereo unspecified),-3,13,-0.1,-7,4,0.6,0,1.1,1
O=C(Nc1nc2ccc(S(=O)(=O)N3CCCC3)cc2s1)C1CCCCC1,8,27,3.4,-25,-9,6.7,-3,5.0,29
COCCN1C(=O)N[C@@H](c2cccs2)C(C(=O)OC)=C1C,-18,-11,0.2,-7,-5,0.4,-3,-0.2,0
Cc1cccc(NS(=O)(=O)c2coc(C(N)=O)c2)c1C,-30,1,1.7,-8,-4,2.0,3,0.8,-11
Cc1ccc2sc(N(CCCN(C)C)C(=O)c3ccc(S(=O)(=O)N4CCCCCC4)cc3)nc2c1C,26,11,4.9,-1,-18,1.2,-1,4.4,.
COc1ccc(N=C2C(=O)N3c4c(cccc42)C(C)=CC3(C)C)cc1,3,21,-2.2,-2,-9,-1.2,-11,0.4,2
CCOc1ccc(CCN2C(=O)C(=O)N([C@@H](Cc3ccccc3)CN3CCC[C@H]3CN3C(=O)C(=O)NC[C@@H]3Cc3ccccc3)C[C@@H]2CC(C)C)cc1,-4,-9,.,4,.,.,.,-0.2,.
CCc1c(C)nc2ncnn2c1NCCc1ccccc1,13,8,15,-7,9,5.0,-21,5.2,-7
Cc1nn(-c2ccccn2)c2c1C(c1c(F)cccc1Cl)C1=C(N2)c2ccccc2C1=O (stereo unspecified),.,.,-1.3,.,-20,0.5,-7,.,-3
COC(=O)[C@H](Cc1ccccc1)N(C)S(=O)(=O)c1cccc(S(=O)(=O)N(C)[C@@H](Cc2ccccc2)C(=O)OC)c1,27,6,2.4,-6,25,2.0,-16,1.3,12
CCOC(=O)C1CCCN(C2=NC(=O)/C(=C/c3ccc(OC)cc3)S2)C1 (stereo unspecified),-7,15,-1.7,-12,-21,0.9,-2,0.6,-8
Cc1cccc(CNc2ncnc3ccc(-c4ccc5c(c4)OCO5)cc23)c1,20,19,-1.3,-19,-21,-0.6,-2,-0.6,.
Cc1ccc(NC(=O)c2csc(-c3ccccc3)c2C)cc1,10,10,.,-8,.,.,.,0.5,-13
COc1ccc(NC(=S)N2CCC(N(C)CCN3CCOCC3)CC2)cc1Cl,-16,22,-1.0,-10,-13,0.3,-1,0.3,-12
C[C@@H]1CCC[C@@]2(O[C@H](CCO)C[C@@H](O)[C@@H]2O)O1,-3,20,0.1,-8,0,1.0,-5,1.1,-5
CC(=O)NC(C)(c1ccccc1)c1nc(-c2ccncc2)cs1 (stereo unspecified),-5,-4,.,20,.,.,.,0.1,.
COc1ccc(NC(=O)c2cc(S(=O)(=O)N3CCCCC3)ccc2C)cc1S(=O)(=O)N1CCOCC1,7,-2,.,7,.,.,.,-0.9,.
Cc1cc2ncn(-c3ncnc4sc5c(c34)CCC(C)C5)c2cc1C (stereo unspecified),-7,4,0.3,-4,-25,-0.4,-2,-0.2,-11
CC(C)C[C@H]1COc2cc(N3CCC[C@@H]3CO)ccc2S(=O)(=O)N1,-9,11,.,-18,.,.,.,2.9,.
O=C(COC(=O)C1(c2ccccc2F)CCCC1)NCc1ccc2c(c1)OCO2,28,16,-1.7,-4,7,2.0,-5,4.1,-2
CC(C)(C)C(=O)NC(=S)Nc1ccccc1C(=O)Nc1ccccc1,-8,2,0.2,-23,-10,-0.1,-1,0.5,-12
Cc1cccc(OCC(=O)N=Nc2c(O)[nH]c3ccc([N+](=O)[O-])cc23)c1,-1,.,1.2,.,-8,-0.5,-6,.,-4
Oc1ccccc1-n1c(-c2ccccc2)ccc1-c1ccccc1,22,12,1.2,-21,-21,0.0,-13,0.3,-15
Cc1cccnc1NC(=O)Cn1c(=O)oc2ccccc21,-21,-26,0.4,13,-6,5.1,-10,0.0,-10
COC(=O)c1ccccc1S(=O)(=O)N1CCC(C(=O)NC2=NCCS2)CC1,-1,11,0.9,-9,-6,0.5,-4,0.3,.
CC1CCN(CC(=O)N2CCN(c3ccccc3)CC2)CC1,10,11,0.6,-5,-8,-0.5,1,0.1,-28
CCOc1ccc(-c2cn[nH]c2N)cc1,.,29,-0.1,-21,-11,-1.2,6,0.1,3
CCOc1ccc(CNC2CCCCCCC2)cc1OC,2,-18,0.3,8,-10,-0.6,-9,0.3,-15
C[C@H]1CCCCO[C@@H](CN(C)S(=O)(=O)c2ccc(F)cc2)[C@@H](C)CN([C@@H](C)CO)C(=O)c2cc(NC(=O)Nc3ccc4c(c3)OCO4)ccc2O1,-18,10,.,0,.,.,.,0.1,.
CCN(C(=O)CSc1ncn[nH]1)c1c(N)n(Cc2ccccc2)c(=O)[nH]c1=O,-12,-15,-0.1,5,-8,-1.1,-6,-0.1,.
COC(=O)c1ccc(CSc2ccc3nnc(-c4cccc(F)c4)n3n2)o1,-8,-7,-1.3,12,-12,3.1,-2,1.4,-6
COCCNc1nc(C(C)(C)C)nc2c1nnn2Cc1ccccc1Cl,-9,9,-1.0,-8,-20,-0.3,-5,0.1,3
CCC(Oc1ccccc1)C(=O)Nc1cc(C)on1 (stereo unspecified),-15,-6,-2.1,6,-1,-0.7,-1,0.2,-10
COc1cccc(CNc2nc(NCc3ccccc3OC)nc3ccsc23)c1,37,12,.,5,.,.,.,8.8,.
Cn1nc([N+](=O)[O-])nc1Oc1ccc2ccccc2c1,7,25,-1.8,-17,-14,-0.7,-2,0.5,8
CCOC(=O)N1CCN(C(=O)c2ccc(N3C(=O)c4ccccc4C3=O)cc2)CC1,3,-8,-0.3,20,0,0.5,-14,-0.7,-6
COC(=O)C1=C(C)N(CCc2ccc(OC)c(OC)c2)C(=O)/C1=C\c1ccc(O)cc1,-8,3,0.0,-2,-8,0.9,-2,-0.2,-7
COc1ccc(CNC(=O)c2cc3ccccc3oc2=O)cc1,8,4,-0.9,-3,-20,-0.8,1,1.3,5
Cc1c(OC(C)C(=O)NCCN2CCOCC2)ccc2c(-c3ccccc3)cc(=O)oc12 (stereo unspecified),4,20,-0.6,-12,-10,6.9,-9,2.6,-17
CCCCCOC(=O)C1=C(C)NC(=O)NC1c1ccccc1 (stereo unspecified),-8,-3,.,4,.,.,.,0.2,-10
COC(=O)C1=C(C)N(C)C(=O)NC1c1ccc([N+](=O)[O-])o1 (stereo unspecified),6,-8,0.7,7,10,0.1,0,1.4,-5
COC(=O)[C@]12CCCCC=C1N(Cc1ccc(Cl)cc1Cl)C(=O)[C@H](CC(=O)NCc1cccc3ccccc13)C2,-12,6,.,-6,.,.,.,1.0,.

# An excerpt of these results, bar-delimited:
compound | TAAR1 antagonist | CHO-K1 Ca PAM | OXTR ag | CHO-K1 Ca antag | CHO parental Ca | V1R ag counter | OXTR potentiate | CHO-K1 Ca ag | GPR7 antagonist
COC(=O)C1=C(C)N(CCc2ccc(OC)c(OC)c2)C(=O)/C1=C\c1ccc(O)cc1 | -8 | 3 | 0.0 | -2 | -8 | 0.9 | -2 | -0.2 | -7
COc1ccc(CNC(=O)c2cc3ccccc3oc2=O)cc1 | 8 | 4 | -0.9 | -3 | -20 | -0.8 | 1 | 1.3 | 5
Cc1c(OC(C)C(=O)NCCN2CCOCC2)ccc2c(-c3ccccc3)cc(=O)oc12 (stereo unspecified) | 4 | 20 | -0.6 | -12 | -10 | 6.9 | -9 | 2.6 | -17

# Other records follow.
SMILES,TAAR1 antagonist,CHO-K1 Ca PAM,OXTR ag,CHO-K1 Ca antag,CHO parental Ca,V1R ag counter,OXTR potentiate,CHO-K1 Ca ag,GPR7 antagonist
COc1ccc(CNC(=O)CSCc2c(F)cccc2Cl)cc1,-23,21,-0.2,-15,-10,-1.4,1,1.3,-6
Cc1cccc(NS(=O)(=O)c2ccc(Oc3ccccc3)cc2)n1,12,13,4.3,-1,-5,4.3,-6,3.2,-4
CNc1nc(NCc2ccccc2)c2ccccc2n1,5,4,6.6,0,3,3.7,-8,4.9,-5
CN(Cc1ccccc1)S(=O)(=O)c1cccc2cccnc12,5,19,-2.5,0,-10,-0.7,-18,0.8,14
CC(C)NC(=O)c1cc(C2CCCCN2C(=O)c2ccc(C#N)cc2)on1 (stereo unspecified),-3,22,.,-9,.,.,.,0.6,.
Cc1ccc(/C=C2/N=C(c3ccccc3)NNC2=O)cc1,3,0,-1.2,0,-9,1.1,-6,0.1,-8
